Compound activity (PubChem)
SKKanGAS inh = S. pyogenes SKKanGAS growth inhibitors in kanamycin, primary screen, streptokinase expression inhibitor project, SKKanGAS strain, BacTiter-Glo luminescence. 6 h. inhibition, % at 7.5 µM. 1.3% of 300,000 active. AID 1662, 2009;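 active = mean replicate score, as percent of positive control median, at least 50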;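 note: strain carries kanamycin resistance gene driven by streptokinase promoter and grows in 40 µg/ml kanamycin; loss of luminescence reflects streptokinase promoter inhibition or plain growth inhibition; 0% = median of DMSO wells and 100% = positive control at its reference dose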
HSF1 inhib = HSF1 inhibitors in luciferase reporter cells, primary screen, cell-based, NIH3T3, luminescence; NIH3T3-HGL HSE-luciferase, MG132-induced, luminescence 8 h; stronger effect = lower value; activity change, negative = inhibition, % at 7.5 µM (by protocol); 0.77% of 300,000 active; AID 2098, 2009;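 active = more than half of replicate wells show activity change below -50%, luminescence cut by over half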;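 note: luciferase reports HSF-1 transcriptional activity via heat shock element; 0% = median of DMSO wells and -100% = zero luminescence signal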
KLF5 inh = KLF5 expression inhibitors, primary screen, DLD-1 cells, luminescence | DLD-1 KLF5 promoter-luciferase reporter | inhibition, % at 5 µM | 0.23% of 290,000 active | AID 1700, 2009;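 active = inhibition above a per-plate limit of that plate's mean compound inhibition plus 3 SD, cut at about 60% in these data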;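 note: 0% = DMSO wells and 100% = LY294002 at 200 µM; higher means less KLF5 promoter-driven luciferase light; inactives centre near -14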
Platelet DG rel = inhibitors of platelet dense granule secretion, primary screen, cell-based, MLPCN, human platelets. inhibition, %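 (compounds screened at 7.5 µM in platelet-rich plasma)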. human platelet-rich plasma, SFLLRN dense granule ATP release, luminescence. AID 1663, 2009. 0.22% of 300,000 active;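 active = mean replicate score, as percent of positive control, at or above 50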
HSP90 refold inh = HSP90 inhibitors, primary screen, cell lysate, luminescence; Rabbit reticulocyte lysate, luciferase refolding luminescence, 3 h; inhibition, % at 5.6 µM; Heat shock protein HSP 90 (rabbit reticulocyte lysate; luciferase refolding); 0.91% of 290,000 active;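 active = inhibition above the screen-wide mean plus 3 SD, computed separately per campaign, cut at about 16% in these data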;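 note: 0% = DMSO wells and 100% = 60 µM geldanamycin wells; inhibitors lower the luminescence because luciferase stays unfolded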
HIF act = HIF pathway transcriptional activators, primary screen, cell-based, U2OS HRE-luciferase, luminescence; U2OS HRE-luciferase reporter; normalized: DMSO 0%, desferrioxamine 100%; activation, % at 7.5 µM (by protocol); 0.32% of 300,000 active; AID 1910, 2009;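 active = mean activation of at least 10% of the iron chelator positive control signal, with at least half of replicates also reaching 10%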
aSyn 5UTR inh = MLPCN primary screen, SNCA 5' untranslated region | alpha-synuclein 5'UTR reporter, inhibitor activity | inhibition, % (tested at 7.5 µM) | 0.82% of 300,000 active | AID 1813, 2009; in the data active = inhibition above about 60%;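 note: H4 neuroglioblastoma cells stably carrying SNCA 5'UTR luciferase fusion; 0% = DMSO wells and 100% = positive control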
AI-2 QS modul = Vibrio harveyi AI-2 quorum sensing modulators, primary screen, JMH597 strain, luminescence/OD600 ratio; Vibrio harveyi JMH597 AI-2 luminescence/OD600 ratio, 9 h; stronger effect = lower value; strain lacks LuxN and CqsS sensors; 0 = neutral-control median; activity change, % at 7.5 µM; 0.4% of 300,000 active; in the data active = activity change below about -75%, passing the limit was not always enough;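 note: luminescence divided by OD600 gain over 9 h not by final OD600 alone; inactives centre near 13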
IEC-6 cytotox = cytotoxicity in IEC-6 intestinal epithelial cells, primary screen, cytotoxicity control for KLF5 inhibitor project, cell-based, luminescence; inhibition, % at 5 µM; 0.78% of 290,000 active; IEC-6 cytotoxicity, luminescence viability; AID 1825, 2009; in the data active = inhibition above about 22%;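 note: 0% = plate median of test compound wells and 100% = cytotoxic reference compound wells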
HSF1 activator = HSF-1 activators, primary screen, NIH3T3-HGL cells, MG132 stress, luminescence, single point. NIH3T3-HGL HSF-1 luciferase reporter, 8 h; 100% = twice DMSO control signal. activation, % at 9 µM. 1.7% of 300,000 active. AID 504408, 2011;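 active = mean replicate activation of at least 50% with a set share of replicates each reaching 50%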;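 note: 0% = median of the neutral control wells and 100% = twice that signal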
* = called active by the depositor; nt = not tested or not shown.

SMILES | SKKanGAS inh | HSF1 inhib | KLF5 inh | Platelet DG rel | HSP90 refold inh | HIF act | aSyn 5UTR inh | AI-2 QS modul | IEC-6 cytotox | HSF1 activator
O=C(CNS(=O)(=O)c1ccccc1)OCC(=O)c1ccc(Br)cc1 | 0.5 | -1.7 | -19.0 | 14.8 | -5.4 | 0.2 | 22.3 | 10.7 | 2.5 | -26.5
O=C(COC(=O)c1cccc(S(=O)(=O)N2CCOCC2)c1)c1ccccc1 | -14.5 | 2.1 | 0.8 | -3.6 | 2.3 | 1.3 | -10.5 | nt | -1.3 | 24.4
N#CCCn1cnc2c(=S)nc[nH]c21 | -1.8 | 0.6 | -18.6 | 1.2 | 2.1 | nt | 22.4 | 27.0 | -0.4 | -1.8
CC(C)N(Cc1ccccc1)C(=S)Nc1cccnc1 | -4.2 | -6.4 | -14.5 | -14.5 | 0.9 | 0.3 | 33.1 | 4.0 | 2.2 | -10.0
CCSc1ncc(Cl)c(C(=O)Nc2ccc(S(N)(=O)=O)cc2)n1 | -0.6 | 10.0 | -11.8 | -5.2 | 0.9 | -33.9 | 4.5 | 22.2 | 2.4 | 45.0
Cc1cc(C)n(C(=O)c2cc3ccccc3c(=O)o2)n1 | -0.5 | 15.8 | -7.5 | 1.1 | -1.5 | -0.3 | 8.3 | 12.0 | 1.3 | 11.6
COc1ccc(CNC(=O)c2cc(S(=O)(=O)N3CCOCC3)cn2C)cc1 | -26.2 | 6.3 | -12.7 | -27.6 | 0.4 | 0.2 | 1.5 | -0.4 | -2.5 | -8.2
CCCN1C(=O)/C(=C/c2ccc(C)o2)SC1=Nc1ccc(OCC)cc1 | -6.5 | 2.5 | -14.5 | 12.4 | -2.5 | -0.3 | 19.3 | 2.4 | -4.7 | 5.3
COc1ccccc1-n1cnnc1SCC(=O)NCc1cccs1 | -6.4 | 0.7 | -22.2 | 4.0 | 5.3 | 0.1 | 8.1 | 1.2 | -0.1 | -12.6
Cc1ccc(S(=O)(=O)NCC(=O)Nc2ccc3c(c2)OCCO3)cc1 | -1.1 | 6.5 | -4.1 | -40.8 | 5.9 | 0.0 | 0.8 | 2.5 | -5.4 | 6.9
Cc1ccc(-n2nc(C)cc2NC(=O)CC#N)cc1 | -0.3 | -2.7 | -12.0 | -0.9 | -1.9 | -0.7 | -8.9 | 22.2 | -9.1 | 7.2
Cc1cc(C(=O)O)ccc1N/C=C1\CCCC(C)C1=O (stereo unspecified) | -5.4 | -21.4 | -30.6 | -1.7 | 34.0* | 0.6 | -131.4 | 10.9 | -1.9 | -24.7
Cc1ccc(-c2nn(-c3cccc(F)c3)cc2CN2CCN(c3ccccn3)CC2)o1 | 3.9 | 9.0 | 4.8 | -0.2 | 1.9 | 0.2 | 7.5 | 3.5 | 3.4 | 6.1
CCCn1nnc(NC(=O)/C=C/c2ccc(C(C)C)cc2)n1 | 5.4 | 4.3 | -16.2 | -7.6 | -0.7 | 1.2 | -32.2 | 21.7 | -2.3 | 12.8
O=C(COC(=O)C1CC2CCCC(C1)C2=O)Nc1nc(-c2ccc(F)c(F)c2)cs1 (stereo unspecified) | 21.5 | 6.6 | nt | 6.2 | nt | 0.1 | -41.9 | 21.5 | nt | 16.9
CC1(C)Cc2c(sc3nn[nH]c(=O)c23)CO1 | 0.9 | -5.9 | -14.0 | 4.2 | 3.7 | -1.7 | -0.2 | 20.2 | 0.6 | -7.3
COCCOC(=O)c1c(NC(=O)CN2c3ccccc3CC2C)sc(C(N)=O)c1C (stereo unspecified) | 7.1 | 9.9 | -4.6 | -6.9 | 2.6 | 0.3 | 8.6 | 17.6 | -1.4 | 12.4
CSc1ccc(S(=O)(=O)NCc2ccc(Cl)cc2Cl)cc1 | -5.1 | 11.0 | -11.1 | 1.2 | 1.0 | 0.1 | 14.2 | 10.3 | -3.4 | 5.8
O=S(=O)(c1cnccc1N1CCN(/N=C/c2ccc(Cl)cc2)CC1)N1CCCCC1 | 7.0 | -4.7 | -8.4 | -6.7 | -0.1 | 0.9 | 3.4 | -0.9 | -4.5 | -15.1
CCC(=O)N1CCc2nc(-c3ccccc3)sc2C1 | -3.2 | 6.5 | -73.8 | 1.0 | -1.0 | 4.3 | -179.2 | 24.7 | -4.1 | 19.0
COc1ccc(S(=O)(=O)Nc2ccc(Cl)cn2)c(C)c1C | -2.4 | -3.0 | -5.1 | 7.9 | -1.0 | 0.1 | 12.8 | 15.5 | 3.5 | -26.6
Cn1nc2c3cc(F)ccc3n(Cc3ccc(F)cc3)cc-2c1=O | -2.4 | 3.3 | -10.2 | -0.5 | -1.5 | 0.0 | 1.1 | 17.9 | -0.1 | -1.7
OC1(C#CCN2CCCC2)c2ccccc2-c2ccccc21 | -1.8 | 2.4 | -40.6 | 5.3 | 3.9 | -0.1 | 2.5 | 13.0 | 2.1 | 13.7
CCN(CC)CCNC(=O)c1c(O)c2cccc3c2n(c1=O)CCC3 | -0.5 | -0.3 | 8.2 | 2.2 | -4.4 | -0.5 | 12.1 | 10.3 | 6.6 | 9.3
c1ccc(Nc2nnc(SCc3cccc4ccccc34)s2)cc1 | 4.1 | 13.2 | -44.1 | -10.9 | 1.7 | 0.3 | -23.3 | 16.8 | -0.9 | 24.6
Cc1nn(C)c(C)c1C(C)NC(=O)c1ccc(OC2CCN(Cc3ccccn3)CC2)cc1 (stereo unspecified) | -1.4 | -3.5 | -37.8 | 3.0 | 3.8 | -0.3 | 12.7 | 13.0 | 4.1 | 8.1
COc1ccc(N(CC(=O)N2CCN(c3cccc(C)c3C)CC2)S(=O)(=O)c2c(C)noc2C)cc1 | 2.3 | -0.9 | 7.2 | -17.6 | 9.4 | -0.1 | 12.7 | 19.4 | 0.4 | 5.8
c1ccc(-n2cccc2)c(N2CCCCC2)c1 | -1.7 | -20.3 | 9.9 | -4.5 | 1.6 | -0.5 | -2.4 | -4.7 | -4.5 | -34.4
Cc1cccc(OCc2nnc(SCc3cc(=O)[nH]c4ccccc34)n2-c2ccccc2)c1 | -7.6 | 7.1 | 7.7 | 10.0 | -3.1 | -0.2 | 25.1 | 31.5 | -1.7 | 28.2
O=C(CN1C(=O)NC(c2ccccc2)(c2ccccc2)C1=O)Nc1cccnc1Cl | -0.9 | -10.1 | -9.8 | -4.2 | -1.3 | 0.0 | -8.8 | -26.3 | 4.6 | -5.8

Sorted by heavy-atom count (low to high): 3 of the compounds above
SMILES | SKKanGAS inh | HSF1 inhib | KLF5 inh | Platelet DG rel | HSP90 refold inh | HIF act | aSyn 5UTR inh | AI-2 QS modul | IEC-6 cytotox | HSF1 activator
c1ccc(-n2cccc2)c(N2CCCCC2)c1 | -1.7 | -20.3 | 9.9 | -4.5 | 1.6 | -0.5 | -2.4 | -4.7 | -4.5 | -34.4
Cn1nc2c3cc(F)ccc3n(Cc3ccc(F)cc3)cc-2c1=O | -2.4 | 3.3 | -10.2 | -0.5 | -1.5 | 0.0 | 1.1 | 17.9 | -0.1 | -1.7
Cc1nn(C)c(C)c1C(C)NC(=O)c1ccc(OC2CCN(Cc3ccccn3)CC2)cc1 (stereo unspecified) | -1.4 | -3.5 | -37.8 | 3.0 | 3.8 | -0.3 | 12.7 | 13.0 | 4.1 | 8.1

(more compounds)
SMILES | SKKanGAS inh | HSF1 inhib | KLF5 inh | Platelet DG rel | HSP90 refold inh | HIF act | aSyn 5UTR inh | AI-2 QS modul | IEC-6 cytotox | HSF1 activator
COC(=O)c1ccccc1NC(=O)CCC(=O)N1CC(C)Oc2ccc(C)cc21 (stereo unspecified) | -2.2 | 4.2 | 0.2 | 4.3 | -1.0 | -0.2 | -10.6 | 14.8 | -6.0 | 12.9
Cn1ccnc1CN1CCCCC1C(=O)Nc1ccc(Oc2cccnc2)cc1 (stereo unspecified) | -10.8 | -5.6 | 14.5 | -9.1 | 5.4 | 2.9 | -76.9 | 8.7 | 27.1* | -0.2
COCCNC(=O)C(c1cccc(OC)c1)N(C(=O)Cn1nnc2ccccc21)c1cccnc1 (stereo unspecified) | -1.7 | -4.7 | -6.3 | 2.2 | -2.6 | 0.2 | 0.1 | 1.6 | -3.5 | -12.2
Brc1ccc(CNCCCSc2ncccn2)cc1 | -2.3 | 6.4 | -21.1 | -1.5 | -2.2 | 0.3 | -10.7 | 11.7 | 0.2 | 7.7
CC(C)Cc1nc2oc3c(NCC4CCCO4)ncnc3c2c2c1CCC2 (stereo unspecified) | -0.5 | -4.2 | -9.8 | -9.1 | 0.9 | -0.6 | 25.0 | 9.6 | 1.1 | -9.4
CC(/C=N/NC(=O)c1cccs1)=C\c1ccco1 | -9.3 | 5.3 | -8.9 | 2.1 | 0.4 | 0.7 | -176.4 | 12.4 | -8.2 | 8.1
CCN(C(=O)COC(=O)c1cc(-c2ccccc2)nc2c1c(C)nn2-c1ccc(C)cc1)C1CCS(=O)(=O)C1 (stereo unspecified) | 6.7 | -2.7 | 14.1 | -1.2 | -1.1 | -0.1 | 0.5 | 11.1 | -7.9 | 3.5
CC(=O)Nc1ccc(S(=O)(=O)N2CCN(S(=O)(=O)c3ccccc3)CC2)cc1 | 0.6 | 3.8 | -32.0 | 2.8 | 0.4 | 0.8 | 10.8 | -2.9 | 2.9 | 10.0
CCOC(=O)c1c(C)c(C(=O)N2CCN(c3ccc(F)cc3)CC2)c(C)n1C | -6.1 | 6.5 | -1.9 | -2.3 | 1.0 | 0.7 | 15.2 | 13.7 | 1.2 | -9.7
Cc1c(O)ccc2c(CN(C)Cc3ccccc3)cc(=O)oc12 | 14.1 | -0.6 | -39.1 | 4.9 | -2.4 | 0.7 | 15.7 | 10.2 | 58.0* | -3.4
COC(=O)CSC1=C(C#N)C(c2ccc(C)cc2)C2=C(CCCC2=O)N1 (stereo unspecified) | -5.0 | 10.9 | -4.7 | 0.1 | -2.1 | -0.2 | 2.3 | 0.3 | -2.9 | 16.4
c1ccc(CSc2nnnn2-c2ccc3c(c2)OCCO3)nc1 | 3.3 | -3.4 | 3.2 | 6.3 | 2.4 | 0.4 | -70.7 | 19.4 | -4.9 | 10.6
Nc1cc(C(=O)N2CCN(c3ccc([N+](=O)[O-])cc3)CC2)ccc1N1CC2CC(C1)c1cccc(=O)n1C2 (stereo unspecified) | 9.6 | 6.5 | -3.9 | -9.3 | -3.0 | 0.5 | -7.8 | 21.4 | -1.7 | 40.2
COCCCNC(=O)c1ccc(CS(=O)(=O)c2ccc(OC)cc2)o1 | 2.8 | 2.9 | -4.6 | 1.5 | -0.7 | -0.2 | 15.3 | 13.6 | 1.9 | 15.3
COCCn1c(=O)[nH]c2cc(C(=O)Nc3cc(C)cc(C)c3)ccc2c1=O | 3.1 | -0.5 | 2.4 | -1.4 | 2.5 | -1.1 | 7.4 | nt | 5.8 | -5.3
COc1ccccc1OCc1ccc(C(=O)n2nc(C)c(Cl)c2C)o1 | -6.1 | -0.3 | -3.6 | 2.5 | -2.3 | -0.8 | -11.6 | 7.0 | -0.5 | 1.7
COc1ccccc1C1(CC(=O)N2CCCCC2)CCOC(C(C)C)C1 (stereo unspecified) | -0.8 | 0.2 | -17.6 | -0.6 | -0.8 | -0.5 | 0.8 | -1.0 | -2.9 | 38.2
